HDAC3 inh: HDAC3 deacetylase inhibitors, primary screen, biochemical, fluorescence, cell-free homogeneous. 0.15% of 320,000 active. inhibition, % at 8.3 µM. Histone deacetylase 3 (Homo sapiens), O15379. recombinant HDAC3, fluorogenic peptide/trypsin coupled; in the data active means inhibition above about 26%, passing the limit was not always enough; inconclusive means no clear call, values can overlap the other calls
Target sequence (O15379 whole entry, looked up): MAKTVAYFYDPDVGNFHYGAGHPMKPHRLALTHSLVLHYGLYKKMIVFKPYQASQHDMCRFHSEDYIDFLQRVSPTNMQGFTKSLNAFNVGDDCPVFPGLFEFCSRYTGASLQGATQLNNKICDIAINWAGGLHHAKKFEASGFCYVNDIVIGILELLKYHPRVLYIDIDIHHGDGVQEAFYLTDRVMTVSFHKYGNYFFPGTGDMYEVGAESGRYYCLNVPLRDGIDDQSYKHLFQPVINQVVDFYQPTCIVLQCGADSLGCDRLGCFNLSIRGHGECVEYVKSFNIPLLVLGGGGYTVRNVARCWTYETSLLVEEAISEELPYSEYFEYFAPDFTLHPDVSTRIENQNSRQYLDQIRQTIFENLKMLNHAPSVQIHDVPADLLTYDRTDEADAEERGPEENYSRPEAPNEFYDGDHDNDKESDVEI
HSF1 inh: HSF1 inhibitors in luciferase reporter cells, primary screen, cell-based, NIH3T3, luminescence. NIH3T3-HGL HSE-luciferase, MG132-induced, luminescence 8 h; active compounds read low. activity change, negative = inhibition, % at 7.5 µM (by protocol). 0.77% of 300,000 active;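 active means more than half of replicate wells show activity change below -50%, luminescence cut by over half; inconclusive means some wells, but at most half, below -50%; inactive means no replicate well below -50%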;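 further: luciferase reports HSF-1 transcriptional activity via heat shock element; 0% = median of DMSO wells and -100% = zero luminescence signal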
AI-2 QS mod: Vibrio harveyi AI-2 quorum sensing modulators, primary screen, JMH597 strain, luminescence/OD600 ratio; 0.4% of 300,000 active; Vibrio harveyi JMH597 AI-2 luminescence/OD600 ratio, 9 h; active compounds read low; strain lacks LuxN and CqsS sensors; 0 = neutral-control median; activity change, % at 7.5 µM; in the data active means activity change below about -75%, passing the limit was not always enough; inconclusive means no clear call, values can overlap the other calls;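 further: luminescence divided by OD600 gain over 9 h not by final OD600 alone; inactives centre near 13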
GSK3beta inhib: human GSK3beta kinase inhibitors, primary screen, biochemical, cell-free homogeneous, HTS | activity score (negative = inhibition), % at 10 µM | GST-GSK3beta kinase, ADP-Glo luminescence, 60 min; active compounds read low | AID 2097, 2009 | Glycogen synthase kinase-3 beta (Homo sapiens), P49841 | 0.038% of 300,000 active;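 active means more than half of replicate wells score below -50%, meaning over 50% inhibition versus plate controls; inconclusive means some replicates but at most half score below -50%; inactive means no replicate scores below -50%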;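 further: 0% = median DMSO wells and -100% = median GW8510 positive control wells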
Target sequence (P49841 whole entry, looked up): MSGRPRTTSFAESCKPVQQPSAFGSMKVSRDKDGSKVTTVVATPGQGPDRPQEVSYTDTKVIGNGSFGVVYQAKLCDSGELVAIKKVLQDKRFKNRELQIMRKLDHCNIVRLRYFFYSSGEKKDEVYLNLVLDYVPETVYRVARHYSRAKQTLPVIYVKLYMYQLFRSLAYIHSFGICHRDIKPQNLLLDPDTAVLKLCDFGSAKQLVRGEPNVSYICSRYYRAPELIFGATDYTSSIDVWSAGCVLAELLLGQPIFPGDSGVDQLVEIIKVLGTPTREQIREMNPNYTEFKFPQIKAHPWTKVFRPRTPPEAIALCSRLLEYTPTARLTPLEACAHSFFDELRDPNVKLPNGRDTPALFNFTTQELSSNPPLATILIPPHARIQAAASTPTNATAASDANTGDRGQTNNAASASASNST
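test system = GST-tagged human GSK3beta kinase, cell-free | reagent = 25 µM ATP with peptide substrate | dosing = one dose of 10 µM per compound | schedule = 60 min reaction, RT | detection = luminescent ADP-Glo measurement of ADP formed | control set = DMSO neutral wells and GW8510 at 20 µM as positive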
DYRK1A inh: rat Dyrk1A kinase inhibitors, primary screen, biochemical, single point, plate reader | inhibition, % at 12.5 µM | Dual specificity tyrosine-phosphorylation-regulated kinase 1A (Rattus norvegicus), Q63470 | ADP-Glo luminescence, NFATc1 peptide | 0.43% of 310,000 active; in the data active means inhibition above about 50%;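 further: plate controls were vehicle with enzyme for no effect and no enzyme for full effect; many of its hits are not listed in these tables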
GSK3 alpha inh: blockers of GSK3A enzyme activity – biochemical, luminescence, cell-free homogeneous, HTS, primary screen; Glycogen synthase kinase-3 alpha (Homo sapiens), P49840; 0.1% of 320,000 active; GSK-3 alpha kinase, ADP-Glo luminescence, 60 min; AID 2650, 2010; inhibition, % at 10 µM;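 in the data active means inhibition above about 50%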;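 further: GST-tagged GSK-3 alpha with peptide substrate and 25 µM ATP; 0% = DMSO neutral wells and 100% = GW8510 positive control wells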
HSP90 inh: HSP90 inhibitors, primary screen, cell lysate, luminescence. Heat shock protein HSP 90 (rabbit reticulocyte lysate; luciferase refolding). Rabbit reticulocyte lysate, luciferase refolding luminescence, 3 h. inhibition, % at 5.6 µM. 0.91% of 290,000 active;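 active means inhibition above the screen-wide mean plus 3 SD, computed separately per campaign, cut at about 16% in these data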;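 further: 0% = DMSO wells and 100% = 60 µM geldanamycin wells; inhibitors lower the luminescence because luciferase stays unfolded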
HSF1 activator: HSF-1 activators, primary screen, NIH3T3-HGL cells, MG132 stress, luminescence, single point; NIH3T3-HGL HSF-1 luciferase reporter, 8 h; 100% = twice DMSO control signal; activation, % at 9 µM; 1.7% of 300,000 active;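 active means mean replicate activation of at least 50% with a set share of replicates each reaching 50%; inconclusive means only one of those two conditions met; inactive means mean below 50% and too few replicates reaching it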;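 further: 0% = median of the neutral control wells and 100% = twice that signal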
Platelet DG rel: inhibitors of platelet dense granule secretion, primary screen, cell-based, MLPCN, human platelets. inhibition, %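 (compounds screened at 7.5 µM in platelet-rich plasma)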. AID 1663, 2009. human platelet-rich plasma, SFLLRN dense granule ATP release, luminescence. 0.22% of 300,000 active;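 active means mean replicate score, as percent of positive control, at or above 50; inconclusive means mean below 50 but at least one replicate at or above 50; inactive means mean and every replicate below 50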
PolyA inh: polyadenylation inhibitors in yeast reporter cells, primary screen, luminescence, S. cerevisiae; S. cerevisiae SKY197-pL101 polyadenylation reporter, beta-gal luminescence; efflux-impaired pdr1/pdr3 knockout yeast; score 100 = 6 SD above DMSO; 0.02% of 300,000 active; AID 1875, 2009; calls only at 12 µM;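 active means lowest replicate activity score at least 50, where 100 means six control SD above control mean; inconclusive means lowest score under 50 but half or more replicates reach 50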;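 further: yeast exposed to compound for 9 h at 30 °C; higher score means more reporter readthrough which indicates perturbed polyadenylation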
Numbers without * were called inactive; & = joins results of further samples.

Results for CCN(CC)S(=O)(=O)c1cccc(-c2nnc(SCc3ncc(-c4ccccc4)o3)n2C)c1 ?
HDAC3 inh: 5; HSF1 inh: 4; AI-2 QS mod: 19; GSK3beta inhib: -2; DYRK1A inh: 0; GSK3 alpha inh: 1; HSP90 inh: -2; HSF1 activator: 17; Platelet DG rel: 12; PolyA inh: inactive

Results for COc1ccc(-c2cc(C(F)(F)F)nc(SCC(=O)N3CCOCC3)n2)cc1OC ?
HDAC3 inh: -3; HSF1 inh: -6; AI-2 QS mod: 14; GSK3beta inhib: 1; DYRK1A inh: -2; GSK3 alpha inh: -4; HSP90 inh: -3; HSF1 activator: -10; Platelet DG rel: inconclusive; PolyA inh: inactive

What do the screens show for `COc1ccc(-c2csc(-c3ccccc3)n2)c(OC)c1`?
HDAC3 inh: 3; HSF1 inh: 17; AI-2 QS mod: 24; GSK3beta inhib: -2; DYRK1A inh: 17; GSK3 alpha inh: -1; HSP90 inh: 0; HSF1 activator: 54*; Platelet DG rel: 8; PolyA inh: inactive

What do the screens show for `CCOC(=O)c1c(NC(=O)CN(CC)CC)sc2c1CCC2`?
HDAC3 inh: -1; HSF1 inh: -2; AI-2 QS mod: 15; GSK3beta inhib: 1; GSK3 alpha inh: -2; HSP90 inh: 1; HSF1 activator: 18; Platelet DG rel: -4; PolyA inh: inactive

Results for CCS(=O)(=O)c1cc([N+](=O)[O-])c(Sc2ccccc2NC(C)=O)s1 ?
HDAC3 inh: -3; HSF1 inh: 23; AI-2 QS mod: 21; GSK3beta inhib: -3; DYRK1A inh: -2; GSK3 alpha inh: -2; HSP90 inh: 4; HSF1 activator: 33; Platelet DG rel: -18; PolyA inh: inactive

How did CCOC(=O)c1csc(NC(=O)CSc2nnnn2-c2cccc(OC)c2)n1 do in these assays?
HDAC3 inh: -4; HSF1 inh: -1; AI-2 QS mod: 14; GSK3beta inhib: 0; DYRK1A inh: 5; GSK3 alpha inh: -3; HSP90 inh: 0; HSF1 activator: 0; Platelet DG rel: -21; PolyA inh: inactive

What do the screens show for `Cc1ccc(Cc2nc(-c3cccc(C)c3)no2)cc1`?
HDAC3 inh: 2; HSF1 inh: 20; AI-2 QS mod: -82*; GSK3beta inhib: 8; DYRK1A inh: 36; GSK3 alpha inh: -1; HSP90 inh: 1; HSF1 activator: 18; Platelet DG rel: -1; PolyA inh: inactive

Results for O=C1c2ccccc2N2C(=O)c3ccccc3C2N1Cc1ccco1 (stereo not drawn) ?
HDAC3 inh: -1; HSF1 inh: 7; AI-2 QS mod: 25; GSK3beta inhib: 0; DYRK1A inh: -4; GSK3 alpha inh: 0; HSP90 inh: -1; HSF1 activator: 2; Platelet DG rel: -5; PolyA inh: inactive

What do the screens show for `CCCCCNCc1cccc(Br)c1`?
HDAC3 inh: 1; HSF1 inh: -3; AI-2 QS mod: 10; GSK3beta inhib: -1; DYRK1A inh: -3; GSK3 alpha inh: 1; HSP90 inh: 2; HSF1 activator: -11; Platelet DG rel: -2; PolyA inh: inactive

Results for COc1cc(CC(=O)N(c2ccccc2)c2nc(C)cs2)cc(OC)c1OC ?
HDAC3 inh: 1; HSF1 inh: 23; AI-2 QS mod: -1; GSK3beta inhib: -2; DYRK1A inh: 1; GSK3 alpha inh: 1; HSP90 inh: 2; HSF1 activator: 62*; Platelet DG rel: -5; PolyA inh: inactive

How did O=C(c1ccc(CS(=O)Cc2ccccc2Cl)o1)N1CCN(c2cccc(Cl)c2)CC1 (stereo not drawn) do in these assays?
HDAC3 inh: 12; HSF1 inh: -6; AI-2 QS mod: 11; GSK3beta inhib: 3; DYRK1A inh: 1; GSK3 alpha inh: -1; HSP90 inh: -1; HSF1 activator: 9; Platelet DG rel: -24; PolyA inh: inactive

Results for CCOC(=O)C1=C(COC(=O)/C=C/c2ccc(OCC)c(OC)c2)NC(=O)NC1C (stereo not drawn) ?
HDAC3 inh: -1; HSF1 inh: 3; AI-2 QS mod: 13; GSK3beta inhib: -2; DYRK1A inh: -2; GSK3 alpha inh: 1; HSF1 activator: -1; Platelet DG rel: -7; PolyA inh: inactive

How did CC(=O)Nc1ccc(NC(=O)CSc2nc(N)c(NC(=O)c3ccccc3F)c(=O)[nH]2)cc1 do in these assays?
HDAC3 inh: 3; HSF1 inh: 1; AI-2 QS mod: 13; GSK3beta inhib: -1; DYRK1A inh: -5; GSK3 alpha inh: 0; HSP90 inh: 4; HSF1 activator: -5; Platelet DG rel: 24; PolyA inh: inactive

Results for CCC1(C)Cc2nc3sc(C(=O)O)c(N)c3cc2CO1 (stereo not drawn) ?
HDAC3 inh: 1; HSF1 inh: 10; AI-2 QS mod: 4; GSK3beta inhib: 0; DYRK1A inh: -1; GSK3 alpha inh: 2; HSP90 inh: -2; HSF1 activator: 16; Platelet DG rel: -1; PolyA inh: inactive

What do the screens show for `CC(=O)c1ccc(NC(=O)c2ccc(NC(=O)c3ccco3)cc2)cc1`?
HDAC3 inh: -7; HSF1 inh: -1; AI-2 QS mod: 41; GSK3beta inhib: 1; DYRK1A inh: 0; GSK3 alpha inh: -3; HSP90 inh: -2; HSF1 activator: -5; Platelet DG rel: 1; PolyA inh: inactive

What do the screens show for `Cc1cccnc1NC(=O)c1c(O)c2cccc3c2n(c1=O)CCC3`?
HDAC3 inh: -6; HSF1 inh: -2; AI-2 QS mod: 53; GSK3beta inhib: 2; DYRK1A inh: -12; GSK3 alpha inh: -2; HSP90 inh: 3; HSF1 activator: 25; Platelet DG rel: -4; PolyA inh: inactive

What do the screens show for `CC(=O)Nc1sc(NC(=O)c2ccc(Cl)cc2)nc1-c1cccs1`?
HDAC3 inh: -1; HSF1 inh: 1; AI-2 QS mod: 13; GSK3beta inhib: -1; DYRK1A inh: 9; GSK3 alpha inh: -5; HSP90 inh: 7; HSF1 activator: -10; Platelet DG rel: 3; PolyA inh: inactive

Results for O=C(O)c1ccc(Nc2cc(Cl)c3nonc3c2[N+](=O)[O-])cc1 ?
HDAC3 inh: 11; HSF1 inh: 4; AI-2 QS mod: -3; GSK3beta inhib: -5; DYRK1A inh: 1; GSK3 alpha inh: 16; HSP90 inh: 0; HSF1 activator: -3; Platelet DG rel: 0; PolyA inh: inactive

What do the screens show for `CCCCn1c(N)c(N(CC)C(=O)c2cccc(S(=O)(=O)N3CCN(C)CC3)c2)c(=O)[nH]c1=O`?
HDAC3 inh: 3; HSF1 inh: -1; AI-2 QS mod: 11; GSK3beta inhib: 0; DYRK1A inh: -5; GSK3 alpha inh: 1; HSF1 activator: 7; Platelet DG rel: -16; PolyA inh: inactive

Results for COc1ccc(-c2nn3c(COc4ccccc4)nnc3s2)cc1OC ?
HDAC3 inh: 0; HSF1 inh: -5; AI-2 QS mod: 16; GSK3beta inhib: 1; DYRK1A inh: 4; GSK3 alpha inh: -2; HSP90 inh: 2; HSF1 activator: -4; Platelet DG rel: 5; PolyA inh: inactive

How did COC(=O)CCC(=O)OC1(C)C(=O)C=C2C=C(C3CC3)N(CC(C)C)C=C2C1=O (stereo not drawn) do in these assays?
HSF1 inh: -3; AI-2 QS mod: 22; GSK3beta inhib: 4; HSF1 activator: 0; Platelet DG rel: 15; PolyA inh: inactive

Results for COc1ccc(/C=C/C(=O)c2c(O)c(OC)c3occc3c2OC)cc1 ?
AI-2 QS mod: 17; GSK3beta inhib: 0; DYRK1A inh: -3; HSP90 inh: 7; Platelet DG rel: 3; PolyA inh: inactive

What do the screens show for `CN(C)c1nnnn1-c1ccc(Oc2ncc(C(F)(F)F)cc2Cl)cc1`?
HDAC3 inh: 3; HSF1 inh: 3; AI-2 QS mod: 9; GSK3beta inhib: -3; DYRK1A inh: -1; GSK3 alpha inh: 0; HSP90 inh: 7; HSF1 activator: 0; Platelet DG rel: -4; PolyA inh: inactive

How did CSc1ccc(CN2C(=O)NC3(CCCCCC3)C2=O)cc1 do in these assays?
HDAC3 inh: 2; HSF1 inh: 7; AI-2 QS mod: 9; GSK3beta inhib: 5; GSK3 alpha inh: -2; HSP90 inh: 0; HSF1 activator: 40; Platelet DG rel: 2; PolyA inh: inactive

Results for O=C(Nc1cccc(Cl)c1)Nc1ccc(Cl)cn1 ?
HDAC3 inh: 5; HSF1 inh: 11; AI-2 QS mod: 17; GSK3beta inhib: 3; DYRK1A inh: -2; GSK3 alpha inh: -5; HSP90 inh: -4; HSF1 activator: 13; Platelet DG rel: -3; PolyA inh: inactive

Results for Cc1c(NC(=O)c2cc(-n3cnnc3)ccc2Cl)cccc1-c1nc2ccccc2s1 ?
HDAC3 inh: -8; HSF1 inh: 16; AI-2 QS mod: 11; GSK3beta inhib: -4; DYRK1A inh: 2; GSK3 alpha inh: -2; HSP90 inh: -1; HSF1 activator: 30; Platelet DG rel: -11; PolyA inh: inactive

Results for NS(=O)(=O)c1ccc(NC(=S)NC(=O)c2ccco2)cc1 ?
HDAC3 inh: 4; HSF1 inh: -1; AI-2 QS mod: 30; GSK3beta inhib: -3; DYRK1A inh: -2; GSK3 alpha inh: 0; HSP90 inh: 1&-2; HSF1 activator: -8; Platelet DG rel: -17; PolyA inh: inactive

Results for Cc1cc(Nc2ccc(Cl)cc2)nc(N2CCOCC2)n1 ?
HDAC3 inh: -12; HSF1 inh: 7; AI-2 QS mod: 15; GSK3beta inhib: -4; GSK3 alpha inh: -2; HSP90 inh: -5; HSF1 activator: 27; Platelet DG rel: -4; PolyA inh: inactive

Part of the list above in order of count of non-hydrogen atoms, rising.
Results for Cc1cc(Nc2ccc(Cl)cc2)nc(N2CCOCC2)n1 ?
HDAC3 inh: -12; HSF1 inh: 7; AI-2 QS mod: 15; GSK3beta inhib: -4; GSK3 alpha inh: -2; HSP90 inh: -5; HSF1 activator: 27; Platelet DG rel: -4; PolyA inh: inactive

How did CSc1ccc(CN2C(=O)NC3(CCCCCC3)C2=O)cc1 do in these assays?
HDAC3 inh: 2; HSF1 inh: 7; AI-2 QS mod: 9; GSK3beta inhib: 5; GSK3 alpha inh: -2; HSP90 inh: 0; HSF1 activator: 40; Platelet DG rel: 2; PolyA inh: inactive

Results for COc1ccc(/C=C/C(=O)c2c(O)c(OC)c3occc3c2OC)cc1 ?
AI-2 QS mod: 17; GSK3beta inhib: 0; DYRK1A inh: -3; HSP90 inh: 7; Platelet DG rel: 3; PolyA inh: inactive

High-throughput results (PubChem BioAssay)

Not all compounds are listed; rates above refer to the full screens.
